Screening results (PubChem BioAssay)
STEP block: STEP (human) phosphatase inhibition; AID 588621; inhibition, % at 20 µM; recombinant STEP, OMFP fluorogenic substrate, fluorescence; 360,000 compounds, 0.25% hits; P54829;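 active = inhibition at 20 µM, scaled per plate between control wells, above about 37%, limit read from the data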;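 note: 0% = DMSO with enzyme and substrate and 100% = substrate only without enzyme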
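medium = Bis-Tris buffer pH 6.0, 2.5 mM DTT, 0.005% Tween 20 | test system = STEP (striatal-enriched tyrosine phosphatase) enzyme, cell-free | measure = normalized % inhibition | compound dosing = 20 µM, 1% DMSO | also added = 25 µM OMFP | schedule = reaction 20 min, ambient temperature | measured by = fluorescence read at 480 nm ex / 540 nm em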
NadD inh: blocks S. aureus nicotinate mononucleotide adenylyltransferase | 360,000 compounds, 0.78% hits | purified NadD enzyme, colorimetric absorbance read-out | inhibition, % at 20 µM; in the data active = inhibition above about 26%; note: some compounds past the cut are filed as inactive
Rpn11 block: blocks the human proteasome subunit Rpn11; O00487; 360,000 compounds, 0.59% hits; calls only at 20 µM; human 26S proteasome, Ub4-pepOG fluorescence polarization; 20S core pre-blocked with epoxomicin;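 active = inhibition at 20 µM, scaled to each plate's controls, above about 33%, limit read from the data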
PABP1 MLLE inh: inhibitors of microRNA-mediated deadenylation, human PABP1 MLLE binding. P11940. GST-MLLE / FITC-PAM2 fluorescence polarization. inhibition, % at 20 µM. 360,000 compounds, 0.36% hits. AID 588489; in the data active = inhibition above about 35%, passing the limit was not always enough;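 note: plate controls were DMSO wells with GST-MLLE for no effect and wells lacking GST-MLLE protein for full effect; some results filed as inactive read as strong as hits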
Target sequence (P11940 whole entry, looked up): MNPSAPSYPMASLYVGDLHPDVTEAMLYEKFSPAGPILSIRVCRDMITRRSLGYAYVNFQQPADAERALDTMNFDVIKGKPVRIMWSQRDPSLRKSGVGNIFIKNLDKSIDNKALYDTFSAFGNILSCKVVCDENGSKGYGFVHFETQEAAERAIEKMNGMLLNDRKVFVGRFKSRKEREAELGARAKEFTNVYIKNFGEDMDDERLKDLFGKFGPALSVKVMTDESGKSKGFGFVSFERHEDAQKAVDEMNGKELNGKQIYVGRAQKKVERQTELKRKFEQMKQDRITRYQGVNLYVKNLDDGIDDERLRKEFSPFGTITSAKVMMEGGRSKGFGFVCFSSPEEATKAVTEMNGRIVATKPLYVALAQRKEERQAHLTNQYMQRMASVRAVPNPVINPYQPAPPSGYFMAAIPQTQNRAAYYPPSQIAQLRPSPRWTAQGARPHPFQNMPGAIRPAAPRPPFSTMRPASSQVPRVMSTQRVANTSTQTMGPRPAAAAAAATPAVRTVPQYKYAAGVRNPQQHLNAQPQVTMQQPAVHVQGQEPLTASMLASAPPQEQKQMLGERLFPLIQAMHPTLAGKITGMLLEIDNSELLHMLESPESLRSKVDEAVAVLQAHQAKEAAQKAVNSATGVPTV
SUMO1-SIM PPI: SUMO1-SIM interaction modulation; P63165; SUMO1 binding to a labelled peptide, TR-FRET, 1 h; inhibition, % at 20 µM; 360,000 compounds, 0.33% hits; in the data active = inhibition above about 37%
Target sequence (P63165 whole entry, looked up): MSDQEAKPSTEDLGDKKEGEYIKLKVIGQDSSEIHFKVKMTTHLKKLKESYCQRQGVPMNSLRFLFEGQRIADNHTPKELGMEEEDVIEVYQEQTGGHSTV
CSN inh: blocks human CSN-mediated cullin deneddylation; Q92905; Purified CSN, SCF-Nedd8-OG deneddylation, fluorescence polarization; inhibition, % at 12.5 µM; 360,000 compounds, 0.38% hits;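 active = pattern-corrected inhibition above about 35%, with an unprinted fluorescence ratio check between 0.5 and 1.5, limit read from the data, passing the limit was not always enough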;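 note: 0% = enzyme with substrate and 100% = substrate without enzyme; some results filed as inactive read as strong as hits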
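test system = HEK293T-derived human Csn5 enzyme | amount = 0.24 nM Csn5 enzyme, final concentration | medium = Tris/NaCl/DTT buffer, pH 7.5 | schedule = 90 min reaction at room temperature | signal = FP | evaluation = inhibition of Csn5 cleavage, % | compound dosing = single dose of 12.5 µM compound with 0.25% DMSO | probe or stimulus = 10 nM SCFSkp2-Nedd8OG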
TbMetRS inhib: blocks T. brucei methionyl-tRNA synthetase activity; purified T. brucei MetRS, ATP depletion, Kinase-Glo luminescence; inhibition, % at 11.9 µM; 360,000 compounds, 0.4% hits;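 active = inhibition above a per-plate cutoff of the control wells' mean inhibition plus 3 SD, cut at about 5.5% in these data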;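 note: 0% = DMSO wells median and 100% = median of wells with control inhibitor compound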
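Material: T. brucei methionyl-tRNA synthetase, purified; reagent: substrates ATP, L-methionine and bulk Escherichia coli tRNA; dosing: 11.9 µM single point; timing: 15 min plus 2 h at 25 °C; detection: luminescence of leftover ATP; evaluation: % inhibition; control set: DMSO-only wells as low control; replicates: singlicate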
LMPTP inh: LMPTP (human) inhibition | recombinant LMPTP-A, OMFP fluorogenic substrate, fluorescence intensity | inhibition, % at 20 µM | 360,000 compounds, 0.22% hits | AID 651560;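 active = compounds that cut the enzyme signal by at least half of the control window in the single-dose screen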;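 note: plate controls were DMSO wells with enzyme plus substrate for no effect and substrate without enzyme for full effect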
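Buffer or medium: Bis-Tris pH 6.0, DTT, detergent; Assay system: LMPTP-A enzyme; Quantity: 0.625 nM enzyme; Detection: endpoint fluorescence intensity; Times: 50 min dark incubation at room temperature; Controls: substrate-only low control, DMSO enzyme-plus-substrate high control; Doses: single 20 µM dose; Read-out: percent inhibition versus substrate-only and uninhibited controls; Reagent: 400 µM OMFP.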
DNMT1 block: blocks human DNA methyltransferase DNMT1 | DNMT1 molecular beacon, Hinp1I cleavage, fluorescence | inhibition (reported as % activation of signal), % at 10 µM | P26358 | 360,000 compounds, 0.83% hits | AID 588458; in the data active = inhibition above about 50%
Scp-1 inhibitor: blocks human Scp-1 phosphatase activity; Q9GZU7; Recombinant Scp1, phosphopeptide, malachite green phosphate absorbance; inhibition, % at 20 µM; 340,000 compounds, 0.88% hits;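 active = inhibition above about 50% at 20 µM, limit read from the data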;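 note: plate controls were DMSO wells with enzyme for no effect and wells lacking enzyme for full effect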
Target sequence (Q9GZU7 76-261 limits assumed): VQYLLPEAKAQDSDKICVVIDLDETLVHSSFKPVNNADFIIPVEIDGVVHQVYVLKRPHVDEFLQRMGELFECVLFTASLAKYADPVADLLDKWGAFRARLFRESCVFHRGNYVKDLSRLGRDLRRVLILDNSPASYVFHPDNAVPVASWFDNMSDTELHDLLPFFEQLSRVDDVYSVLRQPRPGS
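Incubation: 45 min enzyme reaction at room temperature / System: truncated SCP-1 phosphatase (76-261aa) / Reagent: Phospho 17-mer peptide substrate / Buffer or medium: Acidic Tris acetate buffer with magnesium and detergent / Signal: absorbance at 630 nm / Doses: one concentration, 20 µM, with 1.0% DMSO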
An asterisk follows results filed as active; i = inactive; x = not tested or not shown.

Structure	STEP block	NadD inh	Rpn11 block	PABP1 MLLE inh	SUMO1-SIM PPI	CSN inh	TbMetRS inhib	LMPTP inh	DNMT1 block	Scp-1 inhibitor
Fc1ccc(-n2nnc(-c3ccccc3)n2)cc1	-1	4	i	-3	-1	0	0.1	-1.5	-4	0
CCOC(=O)N1CCN(CC(O)COCc2ccccc2)CC1 (stereo not drawn)	-1	-7	i	-6	-1	-3	-0.1	-0.6	-2	-6
COc1ccc(N(CC(=O)NC(C)c2ccccc2)S(=O)(=O)c2c(C)noc2C)cc1 (stereo not drawn)	-2	-1	i	-4	-1	1	-0.4	0.2	0	1
CC(C)CC(=O)Nc1nnc(SCC(=O)NC2CCCC2)s1	2	5	i	-3	1	-1	-0.3	-1.6	-2	x
CC[C@@]1(C(=O)OC)N[C@H](CN(C)S(=O)(=O)c2ccc(OC)cc2)[C@@H]2C(=O)N(C)C(=O)[C@@H]21	-1	-2	i	-3	1	-6	-0.7	-1.6	2	-8
CS(=O)(=O)N1CCN(C(=O)COc2ccc3ccccc3c2)CC1	0	0	i	8	-7	-4	-0.1	-1.3	1	-2
CC1CC(=O)Nc2ccccc2N1C(=O)CSc1nnnn1C(C)C (stereo not drawn)	0	0	i	-38	2	1	-0.3	-2.0	0	-1
O=c1c2cc(N3CCOCC3)ccc2[nH]c(=S)n1CCc1ccccc1	1	4	i	-58	1	-7	-0.9	-0.7	-9	-9
CCOC(=O)[C@]12CCCC=C1N(Cc1ccccc1)C(=O)[C@H](CC(=O)NCc1cccc(C(F)(F)F)c1)C2	x	x	x	x	-4	-5	-0.1	2.6	x	x
O=C(Cn1cc(S(=O)(=O)Cc2ccc([N+](=O)[O-])cc2)c2ccccc21)N1CCOCC1	1	-8	i	-28	-33	1	-0.1	-0.8	-2	-5
COc1ccccc1C(=O)Nc1nsc(-c2ccccc2)n1	-2	-7	i	11	-6	3	-1.3	4.5	6	-17
CCOc1cc(CNCCc2ccccc2)ccc1OCC(=O)NC(C)(C)C	-1	4	i	-1	-4	-5	0.1	0.1	2	-7
Cc1[nH]c(=O)nc2c1CCC2	4	-5	i	5	2	-2	0.4	-1.0	2	-3
NC(=O)CC(NC(=O)c1ccc(Br)cc1)c1ccc(N2CCCCCC2)c([N+](=O)[O-])c1 (stereo not drawn)	0	5	i	9	-29	-1	-0.3	0.5	0	1
CSc1ccccc1NC(=S)NCc1ccc(Cl)cc1	1	-6	i	3	0	1	-0.4	-0.9	1	-2
COC(=O)C(NC(=O)C(NC(=O)c1ccccc1)C(C)C)C(C)C (stereo not drawn)	0	0	i	-1	-5	-1	-0.1	-1.9	4	-8
COc1ccc(NC(=O)NCc2ccco2)c(OC)c1	0	-1	i	1	3	-3	0.1	-0.7	6	-4
COc1ccc(-c2cnn3c(N)c(S(=O)(=O)C(C)(C)C)cnc23)cc1	4	-3	i	-10	-3	-1	-0.5	1.0	-2	-9
C[C@H](NC(=O)C1CCN(C(=O)[C@H](Cc2ccccc2)NC(=O)OC(C)(C)C)CC1)C(=O)O	-3	-2	i	-7	1	7	0.0	-2.0	0	-12
Cc1cc(=O)oc2cc(OC(C)C(=O)NCCCn3ccnc3)ccc12 (stereo not drawn)	1	-7	i	-7	2	2	0.2	-0.7	3	-1

4 of the entries above in order of their number in SUMO1-SIM PPI, high to low.
structure	NadD inh	Rpn11 block	PABP1 MLLE inh	SUMO1-SIM PPI	CSN inh	TbMetRS inhib	LMPTP inh	DNMT1 block	Scp-1 inhibitor
COc1ccc(NC(=O)NCc2ccco2)c(OC)c1	-1	i	1	3	-3	0.1	-0.7	6	-4
Cc1[nH]c(=O)nc2c1CCC2	-5	i	5	2	-2	0.4	-1.0	2	-3
CC(C)CC(=O)Nc1nnc(SCC(=O)NC2CCCC2)s1	5	i	-3	1	-1	-0.3	-1.6	-2	x
CSc1ccccc1NC(=S)NCc1ccc(Cl)cc1	-6	i	3	0	1	-0.4	-0.9	1	-2

(further entries)
Structure	STEP block	NadD inh	Rpn11 block	PABP1 MLLE inh	SUMO1-SIM PPI	CSN inh	TbMetRS inhib	LMPTP inh	DNMT1 block	Scp-1 inhibitor
CN(Cc1ccccc1)C(=O)COC(=O)c1ccc(Br)o1	4	-1	i	-3	4	2	-0.2	-0.4	1	-4
Nc1ccc(Oc2ccccc2F)nc1	-2	-1	i	-1	-1	3	-0.6	-2.1	-3	-4
CSc1ccccc1NC(=O)C1(C)CCN1C(=O)CCC1CCCC1 (stereo not drawn)	0	-5	i	1	1	-5	-0.2	-1.7	-4	x
CCOC(=O)N1CCC(N2Cc3cccc(C(=O)Nc4cc(F)ccc4F)c3C2=O)CC1	0	-1	i	7	0	5	0.0	2.3	-5	-15
COc1ccc(CN(C)C(=O)c2cc(S(=O)(=O)N3CCOCC3)ccc2N2CCCC2)cc1	4	-3	i	0	0	-6	-0.2	0.9	3	1
Cn1ncc([N+](=O)[O-])c1C(=O)Nc1ccccc1C(=O)O	-1	1	i	6	-2	4	-0.7	0.2	7	-5
Cc1cc2cc(CNC(=S)Nc3ccc(OC(F)(F)F)cc3)ccc2[nH]1	0	32*	i	27	-54	-2	0.0	1.1	-32	6
CC1(C(=O)Nc2ccc3c(c2)OCCO3)CN(S(C)(=O)=O)CC(=O)N1Cc1cccc(F)c1 (stereo not drawn)	x	x	x	x	2	-2	-1.0	-1.3	x	x
COc1ccc(NC(=O)c2sc3ncn(CC(=O)N4CCN(c5ccccn5)CC4)c(=O)c3c2C)c(OC)c1	0	2	i	-3	-21	-1	-0.2	10	8	22
CCCCCN(C(=O)CCC(=O)OCC(=O)N1CCCCC1)c1c(N)n(CCCC)c(=O)[nH]c1=O	0	-4	i	-10	6	4	-0.2	0.3	-2	-5
CCCN1C(=O)/C(=C/c2cc(C)n(C)c2C)SC1=Nc1ccc(OCC)cc1	-2	26	i	-9	-6	0	-0.4	3.3	-6	3
C=CCc1cccc2cc(C(=O)NNC(=O)c3ccncc3)c(=O)oc12	0	2	i	20	-1	-9	0.2	0.6	-3	-3
O=[N+]([O-])c1ccccc1S(=O)(=O)N1CCN(C2CCCC2)CC1	2	-4	i	4	-2	2	-0.4	-1.0	3	-5
O=C(O)CCCC1(C(=O)O)CCCC1	1	1	i	10	1	1	-0.1	-1.4	-2	-4
COc1cccc(C(C(=O)NC2CCCCC2)N(CC2CCCO2)C(=O)CNC(=O)c2ccco2)c1 (stereo not drawn)	1	-2	i	5	2	-6	-1.6	0.9	2	18
COc1ccc(/C=N/NC(=O)C(N)=O)c(OC)c1OC	-4	-1	i	2	-2	-4	-0.3	1.2	11	-4
Cc1c(C(N)=O)sc2ncn(CCOc3ccccc3)c(=O)c12	23	-3	i	3	3	1	-0.5	-1.3	-1	-5
Cc1cccc(-n2c(-c3ccco3)n[nH]c2=S)c1	3	1	i	21	-3	-10	-0.4	0.4	-1	-5
C=CCn1c(SCC(=O)Nc2ccc3c(c2)CCC3)nnc1-c1cccs1	0	9	i	-1	-3	0	-0.2	1.1	-4	-3
CC(C)Cc1ccc(C(C)C(=O)Nc2ccc(O)cc2)cc1 (stereo not drawn)	-2	5	i	1	0	4	-0.4	1.9	-2	-5

NadD inh, what is marked active above.
structure,NadD inh,Rpn11 block,PABP1 MLLE inh,SUMO1-SIM PPI,CSN inh,TbMetRS inhib,LMPTP inh,DNMT1 block,Scp-1 inhibitor
Cc1cc2cc(CNC(=S)Nc3ccc(OC(F)(F)F)cc3)ccc2[nH]1,32*,i,27,-54,-2,0.0,1.1,-32,6

Shown as labelled records: part of the list above
Cc1c(C(N)=O)sc2ncn(CCOc3ccccc3)c(=O)c12
  STEP block: 23
  NadD inh: -3
  Rpn11 block: i
  PABP1 MLLE inh: 3
  SUMO1-SIM PPI: 3
  CSN inh: 1
  TbMetRS inhib: -0.5
  LMPTP inh: -1.3
  DNMT1 block: -1
  Scp-1 inhibitor: -5
Cc1cccc(-n2c(-c3ccco3)n[nH]c2=S)c1
  STEP block: 3
  NadD inh: 1
  Rpn11 block: i
  PABP1 MLLE inh: 21
  SUMO1-SIM PPI: -3
  CSN inh: -10
  TbMetRS inhib: -0.4
  LMPTP inh: 0.4
  DNMT1 block: -1
  Scp-1 inhibitor: -5
C=CCn1c(SCC(=O)Nc2ccc3c(c2)CCC3)nnc1-c1cccs1
  STEP block: 0
  NadD inh: 9
  Rpn11 block: i
  PABP1 MLLE inh: -1
  SUMO1-SIM PPI: -3
  CSN inh: 0
  TbMetRS inhib: -0.2
  LMPTP inh: 1.1
  DNMT1 block: -4
  Scp-1 inhibitor: -3
CC(C)Cc1ccc(C(C)C(=O)Nc2ccc(O)cc2)cc1 (stereo not drawn)
  STEP block: -2
  NadD inh: 5
  Rpn11 block: i
  PABP1 MLLE inh: 1
  SUMO1-SIM PPI: 0
  CSN inh: 4
  TbMetRS inhib: -0.4
  LMPTP inh: 1.9
  DNMT1 block: -2
  Scp-1 inhibitor: -5

Carrying on:
Structure	STEP block	NadD inh	Rpn11 block	PABP1 MLLE inh	SUMO1-SIM PPI	CSN inh	TbMetRS inhib	LMPTP inh	DNMT1 block	Scp-1 inhibitor
Cc1ccc2c(c1)N(C(=O)CCC(=O)N1CCc3ccccc3C1)CCO2	-6	-1	i	7	0	-1	0.5	-0.3	-5	4
CC(C)Nc1nc(NC(C)C)nc(N(C)N)n1	2	4	i	-14	-4	0	-1.0	1.1	0	-1
O=C(COC(=O)CCC(=O)c1cccs1)NCc1ccco1	10	11	i	10	11	28	-0.9	34	73*	96*
COc1ccc(CCCc2nnc(SCC(=O)Nc3nccs3)n2C)cc1C	1	-5	i	-20	-4	3	-0.6	-0.8	-3	8
O=C(CCc1ccccc1)NC(=S)NCc1ccco1	6	-8	i	5	3	0	0.3	-0.3	-1	-9
Cc1cc(C(=O)CCC(=O)Nc2ncccc2O)c(C)s1	0	8	i	7	-1	5	-0.5	0.1	-5	-3
COc1ccc(CCNC(=O)c2c(C)nn(CC(C)C)c2Cl)cc1OC	1	-2	i	3	7	3	0.0	-0.1	1	1
CCN(CC)c1cc(Oc2ccccc2)ncn1	-4	4	i	6	0	-2	-0.2	-1.8	3	-2
